Phagocyt inh – inhibitors of macrophage phagocytosis. J774A.1 macrophage IgG-bead phagocytosis, imaging. hit rate 0.07% among 110,000. AID 1029. inhibition, % at 5 µM;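 active means inhibition above the mean of the plate negative controls plus 5 SD, cut at about 13% in these data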;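 further: phagocytic index as fraction of beads internalized from green versus red external bead signal; plate controls were DMSO negative control for no effect and cytochalasin-D positive control for full effect; some results beyond the cut were filed as inactive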
E-sel TNF inh – blocks E-selectin expression induced by TNF alpha | HUVEC TNFa-induced E-selectin immunofluorescence, high content | inhibition, % at 2 µM | hit rate 0.71% among 120,000;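 active means inhibition above the batch mean plus 3 SD, and confirmed as a hit on visual image review, cut at about 43% in these data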;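 further: 0% = TNF-stimulated DMSO wells and 100% = unstimulated control wells; not every result past the cut was called active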
GALR2 blocker – blocks the human galanin receptor 2; GALR2-expressing cells, antagonist mode; inhibition, % at 4 µM; hit rate 0.39% among 140,000; in the data active means inhibition above about 27%;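 further: cells stimulated with galanin 1-16 at roughly its EC80; 0% = agonist challenge control and 100% = basal control without agonist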
Target sequence (O43603 whole entry, looked up): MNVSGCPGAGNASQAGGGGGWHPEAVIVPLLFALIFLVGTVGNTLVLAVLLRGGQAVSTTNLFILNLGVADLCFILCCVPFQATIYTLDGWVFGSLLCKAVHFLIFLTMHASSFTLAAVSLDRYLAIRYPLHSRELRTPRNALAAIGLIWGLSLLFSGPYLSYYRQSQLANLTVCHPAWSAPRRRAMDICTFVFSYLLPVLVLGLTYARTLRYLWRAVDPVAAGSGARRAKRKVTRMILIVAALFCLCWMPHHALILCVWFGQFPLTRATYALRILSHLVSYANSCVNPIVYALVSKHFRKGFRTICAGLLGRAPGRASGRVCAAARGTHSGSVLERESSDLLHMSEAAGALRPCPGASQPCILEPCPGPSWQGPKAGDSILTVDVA
Yeast growth inh – reduces growth of yeast BB579 in restrictive medium; AID 804; inhibition, % at 10 µM; S. cerevisiae BB579 growth, OD615, 48 h; hit rate 0.51% among 140,000;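 active means inhibition above a set limit, 3 SD over the mean compound inhibition, cut at about 44% in these data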; further: inactives centre near -24
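Test system: Saccharomyces cerevisiae DeaD strain BB579, replicative lifespan model yeast | Buffer or medium: Restrictive CSMM-D medium | Doses: One dose, 10 µM compound with 0.25% DMSO | Incubation: 48 h exposure, 30 °C | Detection: Culture absorbance at 615 nm | Control set: Amphotericin B at 10 µg/mL as positive control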
MRP-1 activ – activators of MRP-1; AID 799; H69AR cells + doxorubicin, viability rescue, CellTiter-Glo; viability increase, % at 10 µM; hit rate 0.61% among 140,000;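 active means viability gain under doxorubicin at or above a set limit, the compound median plus 3 SD, cut at about 4.7% in these data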;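 further: MRP-1 overexpressing cells given doxorubicin 25 µM after compound pretreatment; 18-22 h compound pretreatment then 72 h with doxorubicin before readout; 0% = doxorubicin-only wells and 100% = vehicle-treated cells without doxorubicin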
HCT116 PTEN-null – suppresses growth of cells with PTEN deletion; hit rate 1.2% among 140,000; AID 827; HCT116 PTEN-null viability, CellTiter-Glo, 60 h; stronger effect = lower value; viability, % at 10 µM;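 active means viability at or below a set limit, 4 SD under the median of all tested compounds, cut at about 3.7% in these data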;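 further: PTEN knockout HCT116 line with beta catenin targeted HCT116 as companion control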
Measles CPE – protection of cells from measles virus. Measles virus-infected cells, CPE protection, absorbance. protection (pct of control), % at 4 µM. hit rate 1.5% among 140,000; in the data active means protection mostly above about 24%, no sharp cut-off; inactive means mostly below about 26%; further: some compounds called inactive have numbers as strong as hits
Yeast life ext – yeast lifespan extension | inhibition of the nicotinamide effect, % at 10 µM | hit rate 0.68% among 130,000 | S. cerevisiae growth with nicotinamide, OD615; deaD strain in restrictive glucose medium;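 active means inhibition above a set limit, placed 3 SD over the median of all compounds, cut at about 26% in these data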;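 further: 0% = nicotinamide-treated wells and 100% = cells grown without nicotinamide; some compounds called inactive have numbers as strong as hits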
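System: DeaD-strain S. cerevisiae / Buffer or medium: CSMM-D, restrictive glucose (dextrose) synthetic minimal medium / Probe or stimulus: nicotinamide, 1.5 mM, co-present with compound / Compound: one concentration, 10 µM, DMSO 0.25% / Incubation: 48 h compound exposure at 30 °C, humidified / Technique: optical density (absorbance) at 615 nm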
bCat KO growth – beta-catenin-lacking colon tumor cell growth suppression | HCT116 beta-catenin knockout viability, CellTiter-Glo, 60 h; stronger effect = lower value | viability, % at 10 µM | hit rate 1.5% among 140,000 | AID 818;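 active means viability at or under a set limit, the compound median less 4 SD, cut at about 6% in these data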;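 further: 0% = Hyamine 1622 control at 20 µM and 100% = untreated cell control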
NPY Y2 blocker – NPY-Y2 (human) receptor antagonism. NPY-Y2 expressing cells, antagonist mode. hit rate 0.99% among 140,000. inhibition, % at 2.7 µM. P49146. AID 793; in the data active means inhibition above about 17%;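 further: 0% = vehicle with agonist challenge and 100% = reference antagonist with challenge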
Target sequence (P49146 whole entry, looked up): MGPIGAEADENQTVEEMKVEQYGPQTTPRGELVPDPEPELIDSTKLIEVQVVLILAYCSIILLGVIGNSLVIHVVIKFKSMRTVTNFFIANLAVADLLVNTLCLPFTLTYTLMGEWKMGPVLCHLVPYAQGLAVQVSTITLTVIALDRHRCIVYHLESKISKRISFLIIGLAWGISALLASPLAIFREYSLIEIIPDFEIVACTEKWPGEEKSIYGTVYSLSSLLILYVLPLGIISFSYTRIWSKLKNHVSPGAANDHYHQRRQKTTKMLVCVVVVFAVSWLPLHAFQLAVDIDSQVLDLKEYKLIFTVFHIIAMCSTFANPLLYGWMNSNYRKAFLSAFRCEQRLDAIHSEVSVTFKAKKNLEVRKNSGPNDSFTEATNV
An asterisk follows results filed as active; . = no result given; & = joins results of further samples.

no.	canonical_smiles	Phagocyt inh	E-sel TNF inh	GALR2 blocker	Yeast growth inh	MRP-1 activ
1	CS(=O)(=O)N(CC(=O)O)c1ccc(Oc2ccccc2)cc1	0	0	-7	0	-2.2
2	Cc1ccc2[nH]c(=O)c(C3C(C#N)=C(N)Oc4c3ccc3cccnc43)cc2c1 (configuration not stated)	0	18	1	-36	-6.3
3	CC(=O)Nc1ccc(OCC(O)Cn2c(C)nc3ccccc32)cc1 (configuration not stated)	-1	11	-18	-9	-1.3
4	CCN(CC(=O)Nc1ccc2c(c1)CCC2)Cc1nc2ccccc2c(=O)[nH]1	0	-20	-3	-26	-2.4
5	Cc1nc(NCC2CCCO2)nc2c1C(=O)CC(C)(C)C2 (configuration not stated)	2	23	-5	-53	0.8
6	CCC1=NN(C(=O)Cc2ccc(OC)cc2)C(O)(C(F)(F)F)C1 (configuration not stated)	0	-39	0	5	-0.7
7	Cc1ccc(-c2cc(C(=O)Nc3nccs3)c3ccccc3n2)c(C)c1	.	.	4	-54	-1.2
8	COc1ccccc1-c1nc(NC(C)=O)n[nH]1	-5	.	2	-22	-2.8
9	COc1cc(OC)cc(C(=O)Nc2ccc([N+](=O)[O-])cn2)c1	-5	.	-2	-7	-2.3
10	CC1CN(c2nc3c(c(=O)n(C)c(=O)n3C)n2Cc2c(F)cccc2Cl)CC(C)O1 (configuration not stated)	0	-16	14	-36	-4.7

no.	HCT116 PTEN-null	Measles CPE	Yeast life ext	bCat KO growth	NPY Y2 blocker
1	88	23	-3	99	0
2	8	3	-3	10	3
3	80	28	1	97	2
4	71	19	-4	75	4
5	103	.	-4	104	2
6	94	7	-13	87	2
7	31	10	-6	45	2
8	91	15	1	97	-1
9	96	13	2	82	-1
10	82	18	-1	82	2

Next compounds.
no.	canonical_smiles	Phagocyt inh	E-sel TNF inh	GALR2 blocker	Yeast growth inh	MRP-1 activ
11	O=C(Cn1c(Cc2ccccc2)nc2ccccc21)NCc1ccc2c(c1)OCO2	.	0	-8	-23	-1.0
12	Cc1cccc2sc(NC(=O)c3ccc(Cl)s3)nc12	0	-2	4	-5	-3.4
13	Cc1nn(CCc2n[nH]c(=S)n2C)c(C)c1Br	1	12	7	-49	1.3
14	Cc1ccc(OCC(=O)Nc2ccc(S(=O)(=O)Nc3ccccn3)cc2)c(C)c1	-4	.	-4	-3	-0.2
15	Cn1c(CNC(=O)c2cccs2)nnc1SCC(=O)Nc1ccccc1	-2	2	7	-15	-1.9
16	Cc1ccc(Cn2ccc(NC(=O)c3nn(C)cc3[N+](=O)[O-])n2)cc1	-5	.	-7	-42	1.3
17	O=C(CSCc1cccc(Br)c1)N=Nc1c(O)[nH]c2ccccc12	.	4	-11	-12	-1.6
18	N#CC1=C(N)N=C(SCc2cccc3ccccc23)C(C(N)=O)C12CCCCC2 (configuration not stated)	0	28	4	-9	0.2
19	O=C(/C=C/c1ccc(Cl)c([N+](=O)[O-])c1)Nc1cccnc1	0	-18	5	-24	-2.1
20	Cc1ccc(Nc2nc(N)nc(CSc3nccn3C)n2)cc1	4	4	2	-9	0.7

no.	HCT116 PTEN-null	Measles CPE	Yeast life ext	bCat KO growth	NPY Y2 blocker
11	71	13	7	75	2
12	69	27	-7	73	3
13	106	15	-4	91	-1
14	104	23	0	90	-1
15	111	5	-5	95	3
16	2.6*	3	4	5.0*	-1
17	89	3	-22	88	9
18	40	5	-16	63	0
19	92	44*	-5	93	-1
20	99	7	-6	87	2

Shown as a hit in Measles CPE (from the list above):
# | canonical_smiles | Phagocyt inh | E-sel TNF inh | GALR2 blocker | Yeast growth inh | Measles CPE | Yeast life ext | NPY Y2 blocker
19 | O=C(/C=C/c1ccc(Cl)c([N+](=O)[O-])c1)Nc1cccnc1 | 0 | -18 | 5 | -24 | 44* | -5 | -1

Following part
no.	canonical_smiles	Phagocyt inh	E-sel TNF inh	GALR2 blocker	Yeast growth inh	MRP-1 activ
21	CCCc1nnc(NC(=O)C2CCCO2)s1 (configuration not stated)	-2	-5	-24	-3	-0.4
22	Cc1ccc(-c2csc3ncnc(Nc4ccc(N5CCOCC5)cc4)c23)cc1	.	-5	-6	-36	-3.0
23	COc1ccc(OCc2nnc(SC(C)C(=O)Nc3nccs3)n2-c2ccccc2)cc1 (configuration not stated)	0	19	-10	-1	2.6
24	COc1ccccc1Nc1nc(C)cs1	-2&2	13&6	7&1	-39&-30	-1.3&-1.6
25	COc1cc(/C=N/NC(N)=O)cc(Br)c1OCc1ccc(C)cc1	0	-15	-22	-28	-0.5
26	COc1cccc(C(=O)NC(=S)Nc2nnn(C)n2)c1	9	9	-11	-21	1.5
27	Cc1nc(NC(=O)COc2ccccc2)sc1C(=O)Nc1cccc(Cl)c1	-2	-41	8	-33	-1.9
28	CC(=O)Nc1sc2c(c1C#N)CCCCC2	.	-2	-3	-22	-3.0
29	CSc1nc(Cc2ccc(Cl)cc2)nc2ccccc12	3	11	-4	0	-2.1
30	Clc1c(CSc2nc3ccccc3o2)nc2sccn12	2	4	3	-66	-2.3

no.	HCT116 PTEN-null	Measles CPE	Yeast life ext	bCat KO growth	NPY Y2 blocker
21	108	4	-20	103	6
22	32	25	-11	38	0
23	81	3	-20	91	1
24	85&106	8&10	-16&-11	82&100	3&2
25	94	34	0	93	1
26	95	6	-5	98	0
27	94	13	-14	89	2
28	90	8	-10	91	6
29	91	3	-25	84	4
30	96	21	-19	84	9

Continued.
no.	canonical_smiles	Phagocyt inh	E-sel TNF inh	GALR2 blocker	Yeast growth inh	MRP-1 activ
31	Cc1ccc(OCCNC(=O)/C=C/c2ccc([N+](=O)[O-])cc2)cc1C	.	-45	2	-63	-1.8
32	O=C(COC(=O)COc1ccccc1)Nc1ccccc1OC(F)F	0	19	6	-57	-2.6
33	COc1ccc(CNc2nc(SCc3cc(=O)n4cc(Cl)ccc4n3)nc3ccccc23)cc1	-2	.	-16	-19	-1.9
34	CCOC(=O)c1[nH]c2cc3c(cc2c1NC(=O)CN1CCC(C)CC1)OCO3	.	24	10	-30	0.8
35	Cc1cc(C)nc(SC2CCCCC2O)n1 (configuration not stated)	-1	-41	5	-19	-1.5
36	O=[N+]([O-])c1cccc(CSc2nnc(Cc3ccccc3)n2-c2ccc(F)cc2)c1	.	.	5	-50	-4.0
37	Nc1cc(=O)[nH]c(SCc2ccc(Cl)cc2)n1	-2	15	-7	-24	1.9
38	CCCNC(=O)Cn1nc([N+](=O)[O-])c([N+](=O)[O-])c1C	-10	.	-1	-8	-2.7
39	CC(C)(O)C(=O)NN(C(=O)c1ccccc1)c1ccc2ccccc2c1	-2	-3	7	3	-3.7
40	Cc1ccc(NS(=O)(=O)c2ccc(NC(=O)c3cccc(NC(=O)C(C)C)c3)cc2)cc1	1	-39	0	-21	0.1

no.	HCT116 PTEN-null	Measles CPE	Yeast life ext	bCat KO growth	NPY Y2 blocker
31	95	4	-16	103	18*
32	102	4	-22	104	0
33	62	18	5	64	1
34	79	10	-11	77	-2
35	109	20	-12	100	3
36	80	2	16	88	3
37	91	4	-24	99	3
38	86	19	7	83	3
39	100	3	-3	100	-1
40	55	3	-19	51	-5

Along the list, as entered above.
Measles CPE, compounds 31–40 → 4, 4, 18, 10, 20, 2, 4, 19, 3, 3
E-sel TNF inh, compounds 31–40 → -45, 19, ., 24, -41, ., 15, ., -3, -39
NPY Y2 blocker, compounds 31–40 → 18*, 0, 1, -2, 3, 3, 3, 3, -1, -5

Exported with each value named: part of the list above.
40. Cc1ccc(NS(=O)(=O)c2ccc(NC(=O)c3cccc(NC(=O)C(C)C)c3)cc2)cc1
  Phagocyt inh: 1 | E-sel TNF inh: -39 | GALR2 blocker: 0 | Yeast growth inh: -21 | MRP-1 activ: 0.1 | HCT116 PTEN-null: 55 | Measles CPE: 3 | Yeast life ext: -19 | bCat KO growth: 51 | NPY Y2 blocker: -5

38. CCCNC(=O)Cn1nc([N+](=O)[O-])c([N+](=O)[O-])c1C
  Phagocyt inh: -10 | E-sel TNF inh: . | GALR2 blocker: -1 | Yeast growth inh: -8 | MRP-1 activ: -2.7 | HCT116 PTEN-null: 86 | Measles CPE: 19 | Yeast life ext: 7 | bCat KO growth: 83 | NPY Y2 blocker: 3

36. O=[N+]([O-])c1cccc(CSc2nnc(Cc3ccccc3)n2-c2ccc(F)cc2)c1
  Phagocyt inh: . | E-sel TNF inh: . | GALR2 blocker: 5 | Yeast growth inh: -50 | MRP-1 activ: -4.0 | HCT116 PTEN-null: 80 | Measles CPE: 2 | Yeast life ext: 16 | bCat KO growth: 88 | NPY Y2 blocker: 3

Further records.
no.	canonical_smiles	Phagocyt inh	E-sel TNF inh	GALR2 blocker	Yeast growth inh	MRP-1 activ
41	CCN=C1SC(CC(=O)NCCc2ccc(OC)cc2)C(=O)N1CC (configuration not stated)	0	-11	-6	-68	-0.1
42	COc1ccc(CCNC(=O)Cn2cnc3c(cnn3-c3ccccc3Cl)c2=O)cc1OC	0	.	-4	0	-0.2
43	Cc1nc(C)c(CC(=O)N/N=C/c2ccc(O)cc2)c(=O)[nH]1	-4	.	11	-21	-0.4
44	COc1ccc(C2=NOC(C(=O)Nc3cc(C)on3)C2)cc1 (configuration not stated)	0	5	-3	-40	-0.2
45	CCOC(=O)c1ccc(NC(=O)C2=C(C)Nc3nc(CCCO)nn3C2c2ccc(OC)cc2)cc1 (configuration not stated)	.	13	-11	-57	-0.6
46	CC(=O)Oc1c(C)cc(O)c2ccccc12	-1	-14	13	-31	-4.6

no.	HCT116 PTEN-null	Measles CPE	Yeast life ext	bCat KO growth	NPY Y2 blocker
41	105	12	4	97	0
42	96	8	-4	92	3
43	94	6	2	87	1
44	108	4	-10	97	6
45	104	.	-6	100	0
46	37	12	-3	35	1

Three compounds from above, arranged by SMILES length, smallest number first:
no.	canonical_smiles	Phagocyt inh	E-sel TNF inh	GALR2 blocker	Yeast growth inh	MRP-1 activ
44	COc1ccc(C2=NOC(C(=O)Nc3cc(C)on3)C2)cc1 (configuration not stated)	0	5	-3	-40	-0.2
41	CCN=C1SC(CC(=O)NCCc2ccc(OC)cc2)C(=O)N1CC (configuration not stated)	0	-11	-6	-68	-0.1
45	CCOC(=O)c1ccc(NC(=O)C2=C(C)Nc3nc(CCCO)nn3C2c2ccc(OC)cc2)cc1 (configuration not stated)	.	13	-11	-57	-0.6

no.	HCT116 PTEN-null	Measles CPE	Yeast life ext	bCat KO growth	NPY Y2 blocker
44	108	4	-10	97	6
41	105	12	4	97	0
45	104	.	-6	100	0

Bioassay records as filed in PubChem BioAssay.
